FXIa mix inh: inhibitors of human coagulation factor XIa, pooled mixtures; P03951; purified FXIa, fluorogenic substrate; hit rate 0.19% among 62,000; inhibition, % at 5 µM;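 also: each value is inhibition by a whole ten-compound pool holding the compound; 0% = enzyme with no mixture and 100% = wells lacking enzyme; strong numbers were not always called active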
C1s inh: human complement C1s inhibition. purified C1s, fluorogenic AMC substrate, pooled mixtures. mean inhibition % of two 10-compound mixtures (hits give high values), % at 5 µM (by protocol). hit rate 0.16% among 62,000. AID 538;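 active = inhibition above 20% in each of the two 10-compound mixture wells holding the compound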;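 also: 0% = enzyme wells lacking compound mixture and 100% = no-enzyme blank wells; some compounds called inactive have numbers as strong as hits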
CatS inh: inhibitors of human cathepsin S. hit rate 0.06% among 62,000. P25774. recombinant cathepsin S, AMC dipeptide fluorescence, pooled mixtures. inhibition, %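 (tested at 5 µM per compound within 10-compound mixtures)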; in the data active = inhibition above about 32%, passing the limit was not always enough; inconclusive = no clear call, values can overlap the other calls;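 also: 0% = enzyme without compound and 100% = blank without enzyme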
Target sequence (P25774 115-331 limits assumed): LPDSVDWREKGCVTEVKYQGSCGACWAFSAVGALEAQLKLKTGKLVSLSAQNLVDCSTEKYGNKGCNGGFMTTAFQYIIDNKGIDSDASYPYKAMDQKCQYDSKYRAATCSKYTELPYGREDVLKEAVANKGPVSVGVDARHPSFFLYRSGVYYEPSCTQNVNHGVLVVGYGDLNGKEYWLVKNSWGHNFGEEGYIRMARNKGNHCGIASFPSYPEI
CatB mix inh: inhibitors of human cathepsin B in compound mixtures; P07858; Purified cathepsin B, AMC dipeptide fluorescence; inhibition, %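 (ten-compound pools at 5 µM per compound and 50 µM total)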; hit rate 0.06% among 62,000; AID 488; in the data active = inhibition above about 22%, passing the limit was not always enough; inconclusive = no clear call, values can overlap the other calls;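 also: 0% = enzyme without compound and 100% = no enzyme blank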
CatB inh: inhibitors of human cathepsin B; P07858; purified cathepsin B, fluorogenic substrate, fluorescence; inhibition, %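 (tested at 10 µM)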; hit rate 0.1% among 63,000; AID 453; in the data active = inhibition above about 21%;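 also: 0% = enzyme with no compound and 100% = no enzyme blank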
CatG inh: blocks human cathepsin G enzyme activity. P08311. purified enzyme, AMC-tetrapeptide fluorescence, pooled mixtures. inhibition, % at 5 µM (by protocol). hit rate 0.2% among 62,000. AID 581;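 active = inhibition above 20% in each of the two mixture wells holding the compound; inactive = inhibition of 20% or less in either well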;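 also: 0% = enzyme control without mixture and 100% = blank lacking enzyme; strong numbers were not always called active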
Target sequence (P08311 21-244 limits assumed): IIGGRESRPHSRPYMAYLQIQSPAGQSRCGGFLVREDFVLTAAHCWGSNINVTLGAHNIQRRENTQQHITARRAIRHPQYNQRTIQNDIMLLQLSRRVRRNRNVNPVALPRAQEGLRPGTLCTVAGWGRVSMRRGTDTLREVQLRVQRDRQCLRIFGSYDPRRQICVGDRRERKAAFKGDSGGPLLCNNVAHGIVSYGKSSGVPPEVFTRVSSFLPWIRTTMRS
AP complement: alternative pathway complement inhibition, orthogonal assay. Human serum alternative complement pathway, LPS-coated ELISA, C3 deposition; tested in compound mixtures. inhibition, % at 5 µM. AID 1235. hit rate 0.08% among 62,000;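 active = inhibition above 30% in each of the two pooled mixtures holding the compound, so the lower value exceeds 30%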;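 also: 0% = serum in Mg-EGTA without compound and 100% = EDTA serum blank; some compounds past the cut are filed as inactive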
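Assay system: Human serum alternative complement pathway, C3 deposition on LPS-coated wells | Incubation: 1 h serum-compound exposure at 37 °C | Doses: 5 µM per compound in ten-compound mixtures | Read-out: Percent inhibition | Technique: ELISA with HRP anti-human C3 antibody, TMB substrate, absorbance 450 nm | Replication: Two pool placements per compound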
CatL inh: blocks human cathepsin L protease activity; AID 460; P07711; hit rate 0.17% among 58,000; inhibition, %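 (tested at 10 µM)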; purified cathepsin L, fluorogenic substrate, fluorescence; in the data active = inhibition above about 45%;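 also: 0% = enzyme with no compound and 100% = no enzyme blank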
Target sequence (P07711 114-288 limits assumed): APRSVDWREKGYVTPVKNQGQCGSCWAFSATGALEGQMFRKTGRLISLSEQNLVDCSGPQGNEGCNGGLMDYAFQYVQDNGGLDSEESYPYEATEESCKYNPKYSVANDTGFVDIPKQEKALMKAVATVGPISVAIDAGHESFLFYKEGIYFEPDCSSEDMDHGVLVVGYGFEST
Target sequence (P07711 292-333 limits assumed): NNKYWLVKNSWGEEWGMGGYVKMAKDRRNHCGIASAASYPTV
FXIIa mix inh: blocks human factor XIIa in pooled compound mixtures; P00748; purified FXIIa, fluorogenic substrate; inhibition, % at 5 µM; hit rate 0.2% among 62,000; AID 684;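 also: 0% = enzyme without compound and 100% = no enzyme blank; some results filed as inactive read as strong as hits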
Numbers without * were called inactive; ? = inconclusive; · = no result given. Rule as the data show it, unless noted: active = inhibition above about 20% (passing the limit was not always enough); inactive = the rest. The list is partial, so the mix of outcomes need not match the whole.

Abbreviations – A = FXIa mix inh; B = C1s inh; C = CatS inh; D = CatB mix inh; E = CatB inh; F = CatG inh; G = AP complement; H = CatL inh; I = FXIIa mix inh
> O=C(NCCC1=CCCCC1)C1CCCN(S(=O)(=O)c2cnc[nH]2)C1 (centres undefined)
  A: 6	B: 4	C: 0	D: 2	E: 0	F: 8	G: 16	H: ·	I: -22

> COc1cccc(OCc2nnc(SCC(=O)OC3CCCCC3)n2C)c1
  A: 2	B: -10	C: 6	D: 0	E: 0	F: -1	G: 6	H: ·	I: 9

> Fc1ccc(-c2ccc(-c3nn4c(-c5ccco5)nnc4s3)o2)cc1
  A: 5	B: -6	C: 4	D: 8	E: 0	F: -3	G: 20	H: -27	I: 12

> CCN(CC)c1nc2ccccc2nc1C(C#N)C(=O)NCCc1ccccc1 (centres undefined)
  A: -1	B: 10	C: ?	D: 4	E: 6	F: 24	G: -10	H: 7	I: 5

> COc1ccc(NC(=O)C2CSC3c4ccccc4C(=O)N23)cc1 (centres undefined)
  A: 6	B: -31	C: 8	D: 3	E: 7	F: -3	G: 9	H: 9	I: 8

> CCOc1ccccc1-c1nc(-c2ccc(C)nc2OC)no1
  A: -4	B: -11	C: 27	D: 2	E: 7	F: -10	G: -11	H: 25	I: 0

> CCOC(=O)c1cc2cc(-c3c(C(=O)OCC)oc4cc(O)cc(O)c4c3=O)ccc2o1
  A: 4	B: -2	C: 4	D: 3	E: 2	F: -4	G: 12	H: ·	I: 17

> O=C(c1nnc(-c2ccncc2)o1)c1ccccc1Cl
  A: 6	B: 19	C: -6	D: 4	E: 0	F: 10	G: 9	H: -7	I: 1

> Cc1ccc(OCC(=O)Nc2cc(-c3nn4c(C)nnc4s3)ccc2C)cc1
  A: 4	B: 5	C: 9	D: -2	E: -1	F: 2	G: 2	H: 6	I: -15

> CS(=O)(=O)N(Cc1ccccc1)c1ccccn1
  A: -6	B: -32	C: -5	D: 0	E: -1	F: 6	G: 10	H: 19	I: -4

> CC1CN(S(=O)(=O)c2ccc(Cl)c(C(F)(F)F)c2)CC(C)O1 (centres undefined)
  A: 23	B: -1	C: 10	D: 22	E: 1	F: 21	G: 18	H: 8	I: 7

> COc1ccc(CCNC(=O)CCCn2c(SCC#N)nc3ccccc3c2=O)cc1OC
  A: -2	B: -31	C: 7	D: 8	E: -7	F: -2	G: 12	H: 11	I: 4

> CCCn1nnnc1SCC(=O)Nc1nnc(CC)s1
  A: 3	B: -5	C: -4	D: 3	E: -5	F: -3	G: 10	H: -12	I: 5

> Cc1cc2cc(CNC(=O)C3CC3)ccc2n1C
  A: 3	B: 3	C: -1	D: 1	E: 1	F: 2	G: 9	H: 3	I: 0

> CC(Sc1nc(N2CCOCC2)c2c(c1C#N)CC(C)(C)OC2)C(=O)Nc1ccccc1 (centres undefined)
  A: -2	B: -20	C: 3	D: 2	E: 5	F: 6	G: 17	H: 0	I: 3

> COc1ccc(CCNS(=O)(=O)c2ccc3c(c2)oc(=O)n3C)cc1OC
  A: -2	B: -16	C: 5	D: -3	E: -2	F: -5	G: 11	H: 20	I: 6

> COc1ccc(NC(=O)c2cc(C)on2)cc1OC
  A: 1	B: -48	C: -8	D: -3	E: 0	F: -2	G: -1	H: 0	I: 10

> C(=N\c1nccs1)/Nc1nccs1
  A: 8	B: 1	C: 9	D: 1	E: 5	F: -1	G: 1	H: -1	I: 12

> CCOc1ccc(-n2c3nc4ccccc4nc3c3c(=O)n(Cc4ccco4)cnc32)cc1
  A: 9	B: 13	C: 2	D: 1	E: 6	F: 13	G: 12	H: 1	I: 1

> Cc1cccc2nc(Cn3c(=O)n(CCCC(=O)NCc4ccco4)c(=O)c4ccccc43)cc(=O)n12
  A: 3	B: 10	C: -1	D: 2	E: 1	F: 8	G: 21	H: -3	I: -15

> Cc1cc(S(=O)(=O)N2CCCC2)ccc1OCC(=O)NCc1ccco1
  A: 10	B: -3	C: -1	D: 0	E: -1	F: 11	G: 7	H: 10	I: 2

> Cc1onc(-c2c(F)cccc2Cl)c1C(=O)Nc1cccc(Cn2cccn2)c1
  A: 0	B: -9	C: 6	D: 4	E: 6	F: -3	G: -3	H: 9	I: -4

> CC(=O)n1c2ccccc2c2c(C#N)c(N3CCCCC3)sc21
  A: 13	B: 1	C: 7	D: -2	E: 0	F: 6	G: 6	H: 29	I: 27

> COC(=O)c1ccc2c(=O)n(CCCCCC(=O)N3CCN(c4ccccc4)CC3)c(=O)[nH]c2c1
  A: -1	B: -5	C: -1	D: 2	E: 3	F: 6	G: 22	H: 17	I: 7

> O=C(C1CCN(S(=O)(=O)c2cccc3cccnc23)CC1)N1CCN(c2ccc(Cl)cc2)CC1
  A: 2	B: 4	C: -4	D: 2	E: -1	F: 6	G: 23	H: -3	I: 7

> COC(=O)c1ccc(C2C(C(=O)OC(C)C)=C(C)N=C3SCCC(=O)N32)cc1 (centres undefined)
  A: 0	B: 0	C: -6	D: -3	E: ·	F: 0	G: 7	H: ·	I: 8

> COC(=O)C1=C(C)NC(=O)CC1c1ccc(F)c(Br)c1 (centres undefined)
  A: 9	B: 2	C: -9	D: 4	E: -3	F: 0	G: 16	H: -6	I: 4

> FC(F)(F)c1cccc(N2CCN(c3nnnn3-c3ccccc3)CC2)c1
  A: 8	B: 14	C: -3	D: 3	E: 0	F: 1	G: 18	H: -4	I: -9

> O=C(NC1(C(F)(F)F)NC(=O)N(Cc2cccnc2)C1=O)c1ccncc1 (centres undefined)
  A: 2	B: 10	C: 0	D: 1	E: -2	F: 8	G: 15	H: 2	I: 2

> COc1ccc(-c2noc(CSc3nc(N)c(-c4ccccc4)c(=O)[nH]3)n2)cc1OC
  A: 4	B: 8	C: 10	D: 6	E: -2	F: 2	G: 11	H: -2	I: 7

In a second layout: entries from further up
| FXIa mix inh | C1s inh | CatS inh | CatB mix inh | CatB inh | CatG inh | AP complement | CatL inh | FXIIa mix inh | SMILES |
| --- | --- | --- | --- | --- | --- | --- | --- | --- | --- |
| 8 | 14 | -3 | 3 | 0 | 1 | 18 | -4 | -9 | FC(F)(F)c1cccc(N2CCN(c3nnnn3-c3ccccc3)CC2)c1 |
| 2 | 10 | 0 | 1 | -2 | 8 | 15 | 2 | 2 | O=C(NC1(C(F)(F)F)NC(=O)N(Cc2cccnc2)C1=O)c1ccncc1 (centres undefined) |
| 4 | 8 | 10 | 6 | -2 | 2 | 11 | -2 | 7 | COc1ccc(-c2noc(CSc3nc(N)c(-c4ccccc4)c(=O)[nH]3)n2)cc1OC |

Continued.
Abbreviations – A = FXIa mix inh; B = C1s inh; C = CatS inh; D = CatB mix inh; E = CatB inh; F = CatG inh; G = AP complement; H = CatL inh; I = FXIIa mix inh
> CCN(CC)P(=O)(C(NC(=O)OC)C(F)(F)C(F)(F)C(F)(F)C(F)F)N(CC)CC (centres undefined)
  A: -2	B: -20	C: -2	D: -5	E: 0	F: -12	G: -2	H: 6	I: 1

> COc1ccc(-c2nc(-c3cccc(C(F)(F)F)c3)no2)cc1OC
  A: -1	B: -13	C: 4	D: -2	E: -1	F: -7	G: 20	H: 4	I: 12

> CN(C(=O)c1ccc2c(c1)OCO2)C1(C(=O)NC2CCCC2)CCCCC1
  A: 8	B: 10	C: -3	D: 3	E: 7	F: 10	G: 10	H: ·	I: -6

> NC(=O)C1CCN(C(=S)c2cccs2)CC1
  A: 5	B: -3	C: 6	D: -1	E: 2	F: 3	G: 8	H: 0	I: -4

> CCOc1ccc2[nH]c(=O)c(C(c3nnnn3Cc3ccco3)N3CCCC(C)C3)cc2c1 (centres undefined)
  A: -5	B: 10	C: 4	D: 1	E: 5	F: 11	G: 10	H: 10	I: -21

> Oc1c(C(c2ccccn2)N2CCOCC2)ccc2cccnc12 (centres undefined)
  A: 7	B: 17	C: -1	D: 16	E: -1	F: 13	G: 21	H: -5	I: 6

> O=C(NC1CCCc2ccccc21)C1CCN(c2c(N3CCCC3)c(=O)c2=O)CC1 (centres undefined)
  A: 9	B: -2	C: 15	D: 4	E: 2	F: -1	G: 3	H: 6	I: 6

> CC(C)COC(=O)Cn1cnc2ccc(Br)cc2c1=O
  A: 0	B: -14	C: -2	D: 2	E: 7	F: 7	G: 7	H: 11	I: 0

> Cc1noc(C)c1CSc1nc2cc(S(=O)(=O)N3CCOCC3)ccc2o1
  A: 6	B: 1	C: -1	D: 8	E: 0	F: 2	G: 13	H: 3	I: -1

> COc1ccc(C(=O)NCc2cccnc2)cc1S(=O)(=O)N1CCOCC1
  A: 12	B: 4	C: -7	D: -2	E: -1	F: 2	G: 1	H: 0	I: 4

> O=C(c1cc2cc(Cl)cc(Cl)c2oc1=O)N1CCOCC1
  A: 12	B: 4	C: -2	D: 8	E: -3	F: -3	G: 11	H: 39	I: -1

> CCCC(=O)Nc1ccc(NC(=O)c2ccco2)c(OC)c1
  A: 7	B: -2	C: -2	D: -1	E: 2	F: 3	G: -6	H: 2	I: 5

> COc1ccc(-n2nnnc2SCC(=O)Nc2cccc(NC(C)=O)c2)cc1OC
  A: 10	B: 23	C: -1	D: 3	E: 0	F: 8	G: 13	H: -9	I: -5

> Cc1cc(NC(=O)CSc2ccc3nnc(-c4cccc(F)c4)n3n2)no1
  A: 1	B: 34	C: 3	D: 2	E: 1	F: -13	G: -11	H: 3	I: 6

> CN1C(=S)SC(/[N+]([O-])=C\c2ccco2)C1(C)C (centres undefined)
  A: 1	B: 2	C: 15	D: 5	E: 5	F: -2	G: -8	H: -3	I: 3

> O=C1CC(c2ccc(S(=O)(=O)NC3CC3)cc2)CN1 (centres undefined)
  A: 3	B: 5	C: 7	D: 3	E: 6	F: 10	G: 16	H: ·	I: 3

> CC1=C(Sc2ccccn2)C(=O)NC(C)(C)C1
  A: 8	B: 11	C: 0	D: 3	E: 2	F: 12	G: 10	H: 2	I: -16

> COc1cccc(=O)c2c(C)oc(C)c12
  A: -5	B: -26	C: -4	D: -5	E: 0	F: 1	G: 15	H: 7	I: -1

> CCCN1CCC(N(C)CCc2ccc(OC)c(OC)c2)CC1
  A: 1	B: 10	C: 6	D: 5	E: 2	F: 10	G: -4	H: 19	I: 8

> Nc1nnc(COc2cccc(C(F)(F)F)c2)s1
  A: -8	B: -19	C: -14	D: -1	E: -1	F: -5	G: -4	H: 8	I: 6

> O=C(NCCN1CCN(c2ccccc2)CC1)C1CCN(S(=O)(=O)c2cccc3nonc23)CC1
  A: 7	B: -11	C: 15	D: 7	E: 8	F: -3	G: 8	H: 0	I: 0

> COc1cc2nc(=S)n3[nH]c(CCn4c(C)nc5ccccc54)nc3c2cc1OC
  A: 3	B: 6	C: 3	D: 5	E: 3	F: 10	G: 9	H: 12	I: 12

> O=C(NCC(c1cccnc1)N1CCN(c2ccc(F)cc2)CC1)c1ccc2c(c1)OCO2 (centres undefined)
  A: 5	B: -4	C: 9	D: -1	E: 6	F: -1	G: -1	H: 20	I: -14

> CCCn1c(N)c(C(=O)CN2CCN(S(=O)(=O)c3cccs3)CC2)c(=O)[nH]c1=O
  A: 7	B: 4	C: 3	D: -2	E: 2	F: 7	G: 6	H: 1	I: 6
